M1 PAM parental: nonselective activator or artifact in parental CHO-K1 calcium assay. 360,000 tested, 0.02% active. ATP EC20, Fluo-8 calcium fluorescence; 0% at ATP EC20, 100% at ATP max. activation, % at 3 µM;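 active means activation above the run cutoff, the mean activation of all test compounds plus 3 SD, cut at about 40% in these data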;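 further: peak over basal fluorescence ratio in a 140 s read after ATP addition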
CHO-K1 Ca ag: nonselective activator or artifact in parental CHO-K1 cells | Fluo-8 calcium fluorescence; scaled to maximal ATP response, vehicle zero | activation, % at 3 µM | 360,000 tested, 0.48% active | AID 602248; in the data active means activation above about 15%;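 further: untransfected CHO-K1 host cells lacking M1 receptor as counterscreen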
M1 ag: activates human CHRM1 receptor; P11229; CHO-K1 hM1, Fluo-8 calcium fluorescence, agonist mode; 0% DMSO, 100% acetylcholine EC100; activation, % at 3 µM; 360,000 tested, 0.33% active; AID 588814;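 active means activation above the run's mean compound activation plus 3 SD, cut at about 16% in these data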;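 further: peak over basal fluorescence ratio within a 140 s kinetic read after compound addition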
Target sequence (P11229 whole entry, looked up): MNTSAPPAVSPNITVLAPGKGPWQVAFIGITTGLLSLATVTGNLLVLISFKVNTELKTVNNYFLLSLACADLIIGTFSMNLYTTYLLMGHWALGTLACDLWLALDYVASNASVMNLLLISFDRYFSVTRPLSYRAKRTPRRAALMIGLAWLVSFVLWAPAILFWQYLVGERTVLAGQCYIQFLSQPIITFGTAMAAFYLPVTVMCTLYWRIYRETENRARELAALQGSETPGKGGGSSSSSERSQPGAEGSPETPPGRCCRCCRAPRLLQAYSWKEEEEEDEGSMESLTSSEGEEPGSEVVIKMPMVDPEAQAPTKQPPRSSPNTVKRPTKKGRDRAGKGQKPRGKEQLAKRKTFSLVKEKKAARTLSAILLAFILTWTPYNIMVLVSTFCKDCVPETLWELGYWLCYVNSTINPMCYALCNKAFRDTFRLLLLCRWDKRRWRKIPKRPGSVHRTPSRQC
CHO parental Ca: counter-screen: ATP calcium response change in parental CHO cells; parental CHO-K1, ATP-induced calcium, Fluo-8 fluorescence; inhibition, % at 5.6 µM; 330,000 tested, 0.63% active; AID 463079;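 active means inhibition above that plate's mean sample inhibition plus 3 SD, cut at about 26% in these data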;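 further: 0% = ATP-challenged DMSO wells and 100% = DMSO wells without ATP; some compounds past the cut are filed as inactive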
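Material: parental CHO cells / Compound: single nominal dose of 5.6 µM per compound / Signal: Fluo-8 fluorescence / Replicates: singlicate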
TAAR1 antag: human TAAR1 antagonism; CHO RD-HGA16 TAAR1, Fluo-8 calcium fluorescence, antagonist; 360,000 tested, 1.5% active; inhibition, % at 3 µM;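 active means inhibition above a per-plate cutoff, the mean inhibition of test compounds on that plate plus 3 SD, cut at about 49% in these data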;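 further: 0% = DMSO plus EC80 beta-PEA response and 100% = DMSO alone without agonist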
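Test system: RD-HGA16 CHO cells with stable hTAAR1 and Gα16 / Probe or stimulus: EC80 β-phenethylamine stimulus / Times: seeding 17-24 h prior, 75-min 37 °C, 30-min RT dye loading / Detection: Fluo-8 calcium-sensitive fluorescence / Read-out basis: % inhibition scaled between DMSO and EC80 PEA controls / Repeats: singlicate, one well per test compound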
M1 antag: human CHRM1 antagonism. P11229. CHO-K1 hM1, Fluo-8 calcium fluorescence, ACh EC80 antagonist. inhibition, % at 3 µM. 360,000 tested, 1.3% active. AID 588852;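 active means percent inhibition above its own plate's cutoff, namely the mean of that plate's compound wells plus 3 SD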;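 further: peak over basal fluorescence ratio during 140 s after agonist addition; 0% = ACh EC80 plus DMSO and 100% = DMSO alone without agonist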
TAAR1 ag: human TAAR1 agonism. CHO RD-HGA16 TAAR1, Fluo-8 calcium fluorescence; vehicle wells 0%, saturating PEA agonist 100%. Q96RJ0. activation, % at 3 µM. 360,000 tested, 0.99% active. AID 624467;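 active means activation above the mean activation of all test compounds in the run plus 3 SD, cut at about 38% in these data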
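System: CHO-derived RD-HGA16 cells with stable Gα16 and human TAAR1 / Times: 17-24 h plating, Fluo-8 75 min 37 °C, 30 min RT / Technique: calcium-sensitive Fluo-8 signal, excitation 470-495, emission 515-575 nm / Measure: % activation relative to PEA EC100 response / Benchmarks: DMSO and PEA EC100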
CHO-K1 Ca antag: counter-screen for M1 antagonists: effect in parental CHO-K1 cells; 360,000 tested, 0.6% active; AID 602250; ATP-induced calcium, Fluo-8 fluorescence; inhibition, % at 3 µM;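 active means inhibition above a per-plate cutoff, the plate's mean sample inhibition plus 3 SD, cut at about 24% in these data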;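 further: 0% = DMSO plus EC80 ATP and 100% = DMSO alone without ATP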
OXTR potentiate: potentiates the human oxytocin receptor response. 320,000 tested, 0.061% active. activation, % at 3 µM. CHO-OTR cells, Fluo-8 calcium fluorescence, potentiator mode; 0% = oxytocin EC15, 100% = EC100. P30559;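 active means activation above that plate's cutoff, the mean activation of tested compounds plus 3 SD, cut at about 6.6% in these data, passing the limit was not always enough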;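 further: 100% uses oxytocin at 75 nM as the full agonist control; some results filed as inactive read as strong as hits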
Target sequence (P30559 whole entry, looked up): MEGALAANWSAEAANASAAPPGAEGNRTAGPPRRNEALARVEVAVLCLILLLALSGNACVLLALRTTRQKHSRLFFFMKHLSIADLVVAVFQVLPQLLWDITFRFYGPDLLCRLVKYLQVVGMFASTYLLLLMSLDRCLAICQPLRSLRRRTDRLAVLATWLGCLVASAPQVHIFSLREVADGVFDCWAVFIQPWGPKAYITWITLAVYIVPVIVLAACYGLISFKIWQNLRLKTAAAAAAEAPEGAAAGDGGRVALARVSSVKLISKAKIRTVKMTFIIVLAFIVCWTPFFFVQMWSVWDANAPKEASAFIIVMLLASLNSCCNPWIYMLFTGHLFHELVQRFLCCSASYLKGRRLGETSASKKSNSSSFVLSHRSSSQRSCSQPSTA
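test system = CHO-OTR cells, human receptor | compound = single-point 3.0 µM | schedule = 6 min compound pre-incubation at room temperature, 100 s kinetic read | signal = Fluo-8 no-wash calcium dye fluorescence, excitation 470-495 nm, emission 515-575 nm | repeats = single well per compound, singlicate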
An asterisk follows results filed as active; . = not tested or not shown. The order is random, and some 4.2% of all compounds hit somewhere here.

SMILES	M1 PAM parental	CHO-K1 Ca ag	M1 ag	CHO parental Ca	TAAR1 antag	M1 antag	TAAR1 ag	CHO-K1 Ca antag	OXTR potentiate
Cc1cccc(CN2CCN(c3ccccn3)CC2)c1	4.8	-0.1	-6.3	3.2	13.2	-3.0	8.0	1.6	2.3
Cc1cccc(S(=O)(=O)N2CN(Cc3ccco3)c3nc4ccccc4nc32)c1	19.2	2.6	-0.3	-26.4	-1.9	-7.8	9.2	-2.5	-3.4
O=C(O)C1CCCCC1C(=O)Nc1ccc(S(=O)(=O)N2CCCC2)cc1 (configuration not stated)	-2.6	0.1	-1.8	8.3	-14.2	15.8	0.6	-12.7	-9.1
CCc1nc2ccc(C(=O)N(C)C(C)C)cn2c1N(CC)Cc1cccc(Br)c1	-5.1	-0.7	-9.6	.	-35.5	-9.3	1.0	-2.3	.
Cc1ccnc(SCCn2c(N3CCC(C)CC3)nc3c2c(=O)n(C)c(=O)n3C)n1	18.0	0.6	-6.8	-4.3	0.9	-0.2	2.6	-4.4	-3.0
COc1c(C)cc(Br)cc1C(=O)Nc1ccccc1C	19.3	-0.6	-5.8	-18.4	-1.4	1.5	1.9	-13.5	3.1
CCN(CC(=O)Nc1ccc(NC(C)=O)cc1)C(=O)c1cc(-c2ccccc2)nn1-c1ccccc1	-6.4	-0.1	-7.7	-7.5	-10.4	-5.2	7.5	-1.0	-10.5
O=C(Nc1ccc(Cl)cc1)Nc1cccc(C(=O)O)c1	5.3	0.4	-2.2	14.1	-7.8	-2.1	4.5	-0.3	-5.8
Cc1cc(C(=O)COC(=O)C(C)NC(N)=O)c(C)n1Cc1ccco1 (configuration not stated)	11.1	-0.7	0.7	-10.3	-16.2	2.0	4.7	-9.8	1.8
CC[C@](C)(O)c1cc2ccccc2c(=O)o1	-7.5	0.1	-2.0	-15.5	-0.6	-12.2	4.9	-8.2	-4.7
O=C(c1ccccc1)N1CCN(C(=O)c2ccc(OC(F)(F)F)cc2)CC1	7.3	-0.2	-7.1	3.3	-17.8	8.3	4.3	-3.2	-0.6
CCCCCCN1C(=O)C(O)=C(C(C)=O)C1c1ccc(Cl)cc1 (configuration not stated)	26.2	0.3	4.8	-15.7	-6.3	-24.7	6.3	-19.1	-13.2
COc1cccc(-c2cc(C(F)(F)F)n3ncc(S(=O)(=O)c4ccccc4)c3n2)c1	16.5	0.6	-4.3	-10.7	3.3	-9.2	1.5	-0.3	-8.3
O=C(Nc1nc2ccccc2n1CCN1CCCCC1)c1ccco1	-3.0	0.0	-2.0	-9.4	11.1	4.5	2.8	6.7	-12.8
CSc1nc(NCCOCCO)c2sc3nc(-c4ccco4)c4c(c3c2n1)CCC4	12.9	0.5	-4.4	-11.1	-7.9	-23.4	-0.5	-3.5	-0.4
Cc1cc(C)nc(Nc2nc3ccccc3[nH]2)n1	8.1	0.1	-3.4	-14.7	-12.0	-1.1	2.2	2.8	-2.9
Nn1c(SCC(=O)Nc2ccc3c(c2)OCO3)nnc1C1CC1	9.5	0.6	-3.8	-9.6	-12.4	-2.4	0.5	-7.9	-14.6
O=C(O)c1cccc2c1C(=O)N(CC1CCCO1)C2 (configuration not stated)	-8.6	0.3	-5.5	2.0	-0.8	2.9	6.1	9.4	-11.1
CSc1ccccc1C(=O)Nc1cccc(C(C)=O)c1	13.2	0.7	-3.6	-10.0	3.0	0.3	1.4	-3.1	-3.9
CN1CCN(c2oc(/C=C/c3ccccc3)nc2C#N)CC1	-9.7	-0.1	-2.7	-13.6	-27.8	-6.9	6.3	-1.2	-6.6
COc1ccc(-c2csc3nc(-c4ccccc4F)oc(=O)c23)cc1	-22.5	0.1	-1.3	-34.3	-9.4	12.1	0.1	2.4	-6.2
Cc1ncsc1CCSc1n[nH]c(=O)n1-c1ccccc1	-1.2	0.8	-2.9	-2.8	-5.4	-11.4	7.3	-7.7	-3.7
CCOC(=O)c1nn(-c2ccccc2C)c2nc(-c3ccc(C)cc3)c(C#N)c(=O)n12	17.0	0.3	-2.3	-25.3	0.3	-4.6	1.0	-8.7	0.8
COC(=O)CC1(c2cccc3ccccc23)C(=O)c2ccccc2C1=O	16.1	0.0	-5.7	-0.7	-10.4	-17.3	6.8	-5.9	-10.5
O=C(O)CCCCCNS(=O)(=O)c1c(Cl)cccc1Cl	8.9	0.1	-1.2	-10.4	8.9	-0.5	9.7	7.1	-5.3
O=C(CC1NCCNC1=O)Nc1ccc(Cl)c(Cl)c1 (configuration not stated)	19.7	0.1	-8.8	-0.3	16.9	-3.1	0.0	-1.5	-6.5
O=C(Nc1ccc(NC(=O)C2CC2)cc1)c1ccco1	-0.3	1.1	-4.2	-1.4	7.4	-2.1	-2.1	-21.3	-0.7
Cc1cccc(NS(=O)(=O)c2cccs2)n1	4.7	0.4	-1.5	4.3	12.1	-6.3	6.9	-4.1	-2.5
O=C(COc1ccccc1-c1ccccc1)NN=C1CCCC1	15.0	1.0	-6.8	-27.0	-5.8	-8.2	-0.5	-19.8	-13.0
O=C(CCS(=O)(=O)c1ccccc1)Nc1nc2cc3c(cc2s1)OCO3	18.3	1.5	0.6	-6.0	-3.2	-10.3	14.6	-9.7	-7.2

As entered above.
CSc1ccccc1C(=O)Nc1cccc(C(C)=O)c1 in CHO parental Ca = -10.0
O=C(CC1NCCNC1=O)Nc1ccc(Cl)c(Cl)c1 (configuration not stated) in CHO-K1 Ca ag = 0.1

Carrying on.
SMILES	M1 PAM parental	CHO-K1 Ca ag	M1 ag	CHO parental Ca	TAAR1 antag	M1 antag	TAAR1 ag	CHO-K1 Ca antag	OXTR potentiate
C[C@@H](O)[C@@H]1NC(=O)c2cc([N+](=O)[O-])cc(I)c2NCC[C@@H](C(N)=O)NC(=O)CNC1=O	.	.	.	0.2	7.1	.	3.9	.	-6.5
CCCCN(C(=O)c1ccc(S(=O)(=O)N2CCOCC2)cc1)C1CCS(=O)(=O)C1 (configuration not stated)	1.6	1.6	-7.6	-0.9	-11.1	-4.3	0.9	4.4	-9.4
O=C(Nc1cccc(F)c1)C1CCCN(S(=O)(=O)c2cnc[nH]2)C1 (configuration not stated)	18.7	0.5	-2.0	5.0	0.6	-4.8	1.1	-12.5	-7.9
CC(C)(C)n1nnnc1C(c1cccs1)N1CCN(c2ccccc2)CC1 (configuration not stated)	26.3	0.9	-2.6	-7.9	3.4	-7.9	1.6	-8.2	-8.3
COc1cc2c(cc1OC)C(c1ccc(-c3ccccc3Cl)o1)=NCC2	22.1	4.5	-9.3	-14.2	5.2	-8.0	15.0	-19.4	0.8
CC(=O)CSc1nnc2c3ccccc3nc(C(C)(C)C)n12	-7.3	0.5	0.2	-8.0	0.3	8.9	6.7	2.9	-11.2
CC(=O)NC1(C(F)(F)F)N=C(c2ccccc2)NC1=O (configuration not stated)	8.1	0.3	-3.2	-1.6	-14.8	-1.1	2.0	3.8	-6.3
CS(=O)(=O)c1sc(C#N)c2c1C(=O)CC(c1ccccc1)C2 (configuration not stated)	-19.6	2.0	-7.7	53.3*	72.6*	33.4	3.8	14.7	-16.9
COc1ccc(C2=NOC(Cn3nc(C(=O)NCc4ccccc4OC)cc3-c3ccccc3)C2)cc1 (configuration not stated)	10.8	6.1	-0.8	5.8	68.2*	30.2	16.4	2.8	-15.0
O=C(CSc1nc2ccccc2c(=O)n1-c1ccc(F)cc1)NC1CC1	2.6	-0.2	-2.3	-11.7	-32.0	-3.4	0.3	-11.4	2.6
Cc1ccccc1NC(=O)c1ccc(NC(=O)C2CCCO2)cc1 (configuration not stated)	-2.8	0.6	-3.2	1.3	.	-3.9	.	-7.3	3.8
O=C(N/N=C/c1ccco1)c1cc(C2CC2)[nH]n1	3.9	2.6	-2.3	-10.3	12.8	6.1	-0.3	-5.3	-6.0
Cc1cccc(OCC(=O)NCCN2CCOCC2)c1	9.9	0.3	-4.4	-3.7	-8.1	-14.6	12.0	-15.0	-5.0
CC(C)c1ccc(-n2nc3ccc(N)cc3n2)cc1	3.8	0.3	0.6	-2.5	-31.5	-8.0	1.3	-14.9	-2.2
Cc1ccc(/C=C2\SC(=S)N(CCC(=O)NNC(=O)c3cccnc3)C2=O)cc1	7.0	7.8	-1.5	-7.1	34.1	18.1	11.9	13.4	-8.7
COc1ccc(-c2nc(-n3c(C)c(C(C)=O)c(C(C)=O)c3C)sc2C)cc1	-3.5	1.3	-2.6	-1.1	2.1	-3.2	1.5	8.6	-1.2
COC(=O)c1ccc(N2CCOCC2)c(NC(=O)c2ccc(Br)o2)c1	26.1	0.4	-3.0	-8.3	-28.1	-11.0	1.3	-5.0	-1.6
Cc1ccc2nc(NC(=O)CN3CCOCC3)sc2c1	19.6	1.6	-3.1	-6.6	17.2	0.3	-1.8	-5.4	-3.3
COc1ccccc1-c1c(C)oc2cc(OCC(=O)OCc3ccccc3)ccc2c1=O	6.7	7.4	-6.2	7.1	42.0	16.6	3.8	-5.5	-5.7
Cc1ccc(-n2c(C)cc(C(=O)OCC(=O)N(CC(C)C)C3CCS(=O)(=O)C3)c2C)cc1 (configuration not stated)	16.0	0.3	-1.8	-5.6	-5.5	-11.3	-0.9	-6.5	-4.9
CSC1=NCCN1C(=O)c1ccc(S(=O)(=O)N(C)C)cc1	15.5	0.6	-4.1	-11.7	-6.8	-9.1	0.8	-21.4	-3.0
COc1cc(C(=O)NCc2nnc(SCC(=O)NCc3ccccc3)o2)cc(OC)c1OC	-6.3	-0.4	1.6	-9.4	3.4	-20.8	12.6	19.7	-7.5
CCOc1ccc(CCNC(=O)COC(=O)C2CCN(S(=O)(=O)c3ccc(C)c(C)c3)CC2)cc1OCC	7.2	4.6	-2.8	-27.3	-26.2	-3.1	0.1	-2.6	-6.3
O=C(Nc1ccc2c(c1)OCO2)c1ccc(Cl)s1	15.7	0.1	-2.1	-9.4	18.1	-15.8	1.1	-8.9	-0.6
COC(=O)C1=C(C)N(C)C(=O)NC1c1cc(Cl)cc(Cl)c1OC (configuration not stated)	18.0	-0.1	-5.5	-11.8	-10.2	-3.1	7.8	-5.1	-3.7
O=C(NCCc1ccc(Cl)cc1)c1ccc(NC2=NC3CS(=O)(=O)CC3S2)cc1 (configuration not stated)	5.4	-0.3	-1.0	5.1	-14.2	-13.8	2.1	16.5	-4.8
